# Screening data from PubChem BioAssay.
# Mdm2-MdmX inh: disrupts the human Mdm2-MdmX interaction; SaOS-2 split-luciferase Mdm2/MdmX complementation, luminescence; O15151+Q00987; hit rate 3% among 330,000; inhibition, % at 8 µM;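 active = inhibition of at least 50% at 8 µM in the primary screen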
# APJ antag: APJ receptor antagonism | P35414 | CHO-K1 APJ beta-arrestin complementation, luminescence | inhibition, % at 20 µM | hit rate 0.32% among 330,000;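 active = inhibition above about 40% at 20 µM, limit read from the data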;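 also: cells challenged with 10 nM apelin-13 agonist together with compound; plate controls were apelin-13 plus DMSO wells for no effect and DMSO wells lacking apelin-13 for full effect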
# Target sequence (P35414 whole entry, looked up): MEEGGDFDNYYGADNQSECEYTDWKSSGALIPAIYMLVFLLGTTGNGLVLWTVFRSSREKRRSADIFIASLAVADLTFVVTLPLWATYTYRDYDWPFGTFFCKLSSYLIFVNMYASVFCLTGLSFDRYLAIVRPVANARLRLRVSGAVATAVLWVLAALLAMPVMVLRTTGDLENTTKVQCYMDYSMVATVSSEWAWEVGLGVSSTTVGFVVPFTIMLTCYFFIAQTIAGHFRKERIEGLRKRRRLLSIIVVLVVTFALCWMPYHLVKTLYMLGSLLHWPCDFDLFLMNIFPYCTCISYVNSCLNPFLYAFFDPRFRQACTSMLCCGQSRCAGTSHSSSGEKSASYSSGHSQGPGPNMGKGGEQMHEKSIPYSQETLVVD
# tim23-1 inh: growth inhibitors of tim23-1 mutant yeast; hit rate 1.3% among 330,000; S. cerevisiae tim23-1 growth, BacTiter-Glo luminescence, 24 h; inhibition, % at 20 µM;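 active = growth inhibition of the mutant yeast at or above 50%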;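 also: temperature-sensitive mutant grown at 25 °C; plate controls were DMSO-treated mutant yeast for no effect and medium wells lacking yeast for full effect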
# 697 NFkB inh: lowers PMA/ionomycin-induced NF-kB signal in 697 B cells. hit rate 0.33% among 330,000. 697 B-cell NF-kB luciferase reporter, 16 h. AID 435022. inhibition, % at 4 µM; in the data active = inhibition above about 35%
# CHOP UPR activ: activators of apoptotic arm of unfolded protein response (CHOP) | hit rate 0.34% among 330,000 | CHO-CHOP luciferase reporter, UPR activation, luminescence; percent of tunicamycin response over DMSO baseline | AID 449763 | activation, % at 10 µM;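 active = at 10 µM dose, activation of 40% or more, normalized to positive control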;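 also: 100% = tunicamycin at 10 µg/mL and 0% = DMSO alone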
#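 Assay system: CHO cells with stable CHOP pathway luciferase reporter; Buffer or medium: F12 plus 10% serum; Times: 16-18 h cell attachment, then 6 h compound exposure, 37 °C; Signal: luciferase luminescence; Read-out basis: percent activation relative to tunicamycin control; Control set: tunicamycin high control, DMSO low control.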
# UPR XBP1 act: adaptive UPR (XBP1) activation. activation, % at 20 µM. hit rate 0.33% among 330,000. AID 463104. CHO-XBP1 luciferase reporter, IRE1-XBP1 UPR activation, luminescence; percent of tunicamycin response, DMSO as zero;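 active = versus positive control, 20 µM dose yields 30% or more activation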;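 also: 100% = tunicamycin at 10 µg/mL and 0% = DMSO only wells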
#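 Material: CHO cell line with stable XBP1 luciferase reporter; buffer or medium: F12 medium containing 10% fetal bovine serum; compound: single point, 20 µM final compound, 1% DMSO; incubation: 6 h treatment, 37 °C; measured by: glow luminescence from Steady-Glo reagent; evaluation: activation, % of tunicamycin; control set: tunicamycin high, DMSO low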
# APJ ag: activates the human apelin receptor APJ; P35414; CHO-K1 APJ PathHunter beta-arrestin, luminescence; 0% DMSO wells, 100% apelin; activation, % at 20 µM; hit rate 0.11% among 330,000; AID 2520;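 active = activation more than six SD over the plate average, tested at 20 µM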;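 also: 0% = DMSO alone and 100% = apelin-13 at 10 nM; some results filed as inactive read as strong as hits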
#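 Assay system: engineered CHO-K1 APJ arrestin reporter cells; Amount: 1000 CHO-K1 reporter cells seeded per well; Dosing: one dose, 20 µM compound, 1% DMSO; Times: compound stimulation 90 min at 25 °C, detection 60 min; Measured by: luminescent beta-gal fragment complementation, chemiluminescent substrate; Read-out: APJ–arrestin association signal; Controls: DMSO vs Apelin-13 10 nM.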
# Jurkat NFkB inh: inhibitors of the PMA/ionomycin-induced NF-kB reporter in Jurkat cells; PMA/ionomycin-induced NF-kB luciferase reporter, luminescence; inhibition, % at 4 µM; hit rate 0.53% among 330,000; AID 435003; in the data active = inhibition above about 50%
# Active calls of the source: *; i = inactive; x = no result given.
SMILES,Mdm2-MdmX inh,APJ antag,tim23-1 inh,697 NFkB inh,CHOP UPR activ,UPR XBP1 act,APJ ag,Jurkat NFkB inh
COC(=O)c1cc2occc2n1CC(=O)Nc1cc(OC)cc(OC)c1,9,2,-9,18,-3.4,0,-4,-2
Cc1cccc(C)c1NC(=O)CN(C)C(=O)C(c1ccccc1)c1ccccc1,6,5,23,-9,2.5,0,-3,17
O=C(O)c1ccccc1/C=N/NC(=O)c1cc(-c2ccco2)nc2ccccc12,12,-15,13,-1,-0.2,-2,-2,-2
CC(C)NC(=O)NC(=O)COC(=O)c1ccc(S(=O)(=O)Nc2ccccc2)cc1,-6,-18,9,-1,-1.4,-1,-3,-4
O=C(Nc1nc(-c2cc(Cl)sc2Cl)cs1)c1ccccc1,-3,14,40,1,1.3,7,2,-30
COc1ccc(-n2c(SC3CCOC3=O)nc3ccccc32)cc1 (centres undefined),-14,10,31,-21,-0.1,0,4,-12
CC(=O)c1c2c3c(c(Br)ccc3n(C)c1=O)C(=O)c1ccccc1-2,17,-105,42,3,0.2,0,9,4
CC(=O)N1CCN(c2ccc(NC(=O)c3ccc(Cl)c([N+](=O)[O-])c3)cc2)CC1,-13,4,-10,22,0.5,1,2,20
COc1ccccc1CNC(=O)C1CC2Cn3c(nc4ccccc43)C2N1C (centres undefined),16,16,1,8,-0.5,2,7,19
COC(=O)CNC(=O)c1c(-c2ccccc2Cl)noc1C,-1,-16,-6,19,-2.4,1,1,5
O=C(CN1CCOCC1)N/N=C/C(Br)=C\c1ccccc1,8,21,13,-13,1.5,-2,-2,-15
CCOc1ccc(NC(=O)CC(NC(C)=O)c2ccccc2)cc1S(=O)(=O)N1CCCC1 (centres undefined),6,20,-1,3,1.1,1,-3,-2
COc1ccc(N2CCN(C(=O)c3ccc4c(c3)NC(=O)C(CSCc3cccc(F)c3)N4)CC2)cc1 (centres undefined),16,-4,7,-14,0.8,-1,15,6
Cc1ccccc1CN1CCN(c2ccc(S(=O)(=O)N3CCCC3)cn2)CC1,11,13,13,4,0.1,-3,-4,0
CC(=O)N1c2ccccc2Oc2cc3ccccc3cc21,-62,-32,36,-66,2.2,3,4,-39
COc1ccccc1NC(=O)CCCC(=O)OCC(F)(F)C(F)F,-13,-9,19,-7,-0.9,1,0,9
COCCCNC(=O)COc1ccc(S(=O)(=O)Nc2ccccc2)cc1,-1,-5,10,0,1.2,0,1,-13
O=C(NC1C2CCCC1CN(C1CC1)C2)c1ccc(Cl)cc1 (centres undefined),-6,-1,12,-27,0.6,1,0,0
COc1cc(NC(=O)c2ccc(Cl)cc2)c(Cl)cc1NC(=O)c1cccnc1,28,14,-34,3,1.5,-3,-4,-1
COc1cccc(CNC(=O)CCC(=O)N2CC(C)Oc3ccccc32)c1OC (centres undefined),5,0,-2,-1,0.4,-4,-4,-3

# Structural class, the compounds so far containing four or more nitrogen atoms
SMILES,Mdm2-MdmX inh,APJ antag,tim23-1 inh,697 NFkB inh,CHOP UPR activ,UPR XBP1 act,APJ ag,Jurkat NFkB inh
CC(=O)N1CCN(c2ccc(NC(=O)c3ccc(Cl)c([N+](=O)[O-])c3)cc2)CC1,-13,4,-10,22,0.5,1,2,20
COc1ccccc1CNC(=O)C1CC2Cn3c(nc4ccccc43)C2N1C (centres undefined),16,16,1,8,-0.5,2,7,19
COc1ccc(N2CCN(C(=O)c3ccc4c(c3)NC(=O)C(CSCc3cccc(F)c3)N4)CC2)cc1 (centres undefined),16,-4,7,-14,0.8,-1,15,6
Cc1ccccc1CN1CCN(c2ccc(S(=O)(=O)N3CCCC3)cn2)CC1,11,13,13,4,0.1,-3,-4,0

# More structures follow:
SMILES,Mdm2-MdmX inh,APJ antag,tim23-1 inh,697 NFkB inh,CHOP UPR activ,UPR XBP1 act,APJ ag,Jurkat NFkB inh
COCCn1c(SCC(N)=O)nc2c(c1=O)SC(C)C2 (centres undefined),13,-5,-9,1,0.4,-4,-3,7
O=C(Nc1ccccc1)c1cc(-n2cnnc2)ccc1Cl,10,0,-12,11,-1.2,-1,-3,8
Cc1cc(OCc2cc(C(=O)NC3CCC3)no2)cc(C)c1Cl,11,17,13,-1,1.1,-5,1,23
CC(SC1=Nc2ccccc2C2CC=NN12)C(=O)NC1(C#N)CCCCC1 (centres undefined),-24,31,22,8,-0.9,-3,-4,3
CCOc1c(Cl)cc(CNC(C)(C)CC(C)(C)C)cc1OC,15,19,3,13,0.5,3,-4,-1
Cc1cccc(NC(=O)c2ccoc2C)n1,20,13,7,-40,9.8,1,-2,-2
Brc1ccc(-c2nn[nH]n2)cc1,3,2,1,0,-0.5,1,-4,-3
COc1ccc(-c2ccc(/C=C3/C(=N)N4C(C)=CSC4=NC3=O)o2)c([N+](=O)[O-])c1,-33,4,30,-14,-0.4,2,3,41
CCCN(CCC)S(=O)(=O)c1ccc(C(=O)Nc2cc3oc4ccccc4c3cc2OC)cc1,15,-3,12,11,1.4,-3,-1,1
COC(=O)c1ccc(N2CCOCC2)c(F)c1,-19,6,7,10,1.4,2,3,-17
CC(=O)c1ccc(-n2cc(C#N)c(=O)[nH]c2=O)cc1,-27,10,-1,3,-1.7,-6,-4,-1
CCCCCCC(=O)N(O)C1CC(=O)N(Cc2ccccc2)C1=O (centres undefined),46,-2,24,29,0.9,-1,0,-18
Cn1c(C(=O)N2CCN(c3nc4ccccc4s3)CC2)cc2sccc21,-12,-6,10,17,-0.3,0,-3,5
Cc1c(CN(C)C(=O)c2nn(C)cc2[N+](=O)[O-])cnn1C,-4,-32,4,9,-0.3,1,-2,-5
COc1cccc(C(=O)Cn2c(N3CCOCC3)nc3c2c(=O)n(C)c(=O)n3C)c1,11,13,5,10,-0.6,-1,-3,1
Cc1nc(SCC(=O)Nc2cccc(C(=O)O)c2)n[nH]1,19,-4,4,5,0.7,-2,-1,11
C=CCn1c(SCc2c(C)noc2C)nc2sc3c(c2c1=O)CCC(C)C3 (centres undefined),53*,1,-10,-87,0.1,-2,5,70*
CCCS(=O)(=O)N1CCCC(C(=O)NCCN2CCC(Cc3ccccc3)CC2)C1 (centres undefined),13,-12,7,-14,-1.4,-3,-4,-18
CC(/C=C1\SC(=S)N(NC(=O)c2ccc(O)cc2)C1=O)=C\c1ccccc1,-4,0,35,-4,1.8,-5,-3,6
Cc1oc2ccc(O)c(CN(C)C)c2c1C(=O)c1ccccc1,1,11,10,-28,-1.1,-1,-4,0
CCOc1ccc(CCNC(=O)c2cccc(S(=O)(=O)N3CCCC3)c2)cc1OCC,4,-8,-7,2,0.2,-4,-7,5
COc1ccccc1-c1sc2ccccc2c1-c1ccc(Br)nc1,1,7,19,-18,1.4,-3,-3,-3
CCC1=NN2C(=N)/C(=C\c3ccc(OCCOc4ccc(NC(C)=O)cc4)c(OC)c3)C(=O)N=C2S1,21,8,0,12,1.9,0,-4,14
COc1cc(=O)oc(CCC(C)O)c1C (centres undefined),-9,x,33,16,3.3,5,x,x
Cn1c(=O)c2c(ncn2CC(=O)Nc2ccccc2N2CCOCC2)n(C)c1=O,10,13,-2,9,0.3,-1,-8,14
COc1cc(/C=N/NC(=O)c2cc(-c3cccn3C)n[nH]2)cc(OC)c1OC,-50,3,9,-7,0.9,6,1,34
CCCCC/C(=N\NC(=O)Nc1ccccc1)c1ccccc1,15,-7,9,-21,0.0,1,-3,2
CC(=O)c1cc2c(cc1NC(=O)c1cc(C)nn1-c1ccccc1)OCO2,50,3,5,-63,-1.3,4,-3,55*
Cc1oc(-c2ccccc2Cl)nc1CSCC(=O)O,13,18,4,26,0.9,1,-3,1
CC(=O)N1CCN(C2c3cccc4cccc(c34)C2NS(=O)(=O)c2ccccc2)CC1 (centres undefined),7,2,18,6,0.0,-4,1,4
O=C(CN1C(=O)NC2(CCOc3ccccc32)C1=O)c1ccc(F)cc1 (centres undefined),11,-9,13,15,1.6,0,-1,6
CC(C)C(OC(=O)c1cccs1)C(=O)NCc1ccc(F)cc1 (centres undefined),-23,-14,6,1,-0.5,-2,-1,-6
COc1cccc(C(=O)N2CCC(C(=O)N3CCN(C)CC3)CC2)c1,-23,9,16,-8,0.7,0,1,-7
O=C(/C=C/c1ccc(Br)cc1)c1ccc(NC(=O)c2ccco2)cc1,34,5,35,17,3.7,7,-1,-13
Cc1c(C)n(C)c2ccc(C(=O)Nc3cccc4ccccc34)cc12,33,2,38,13,0.9,0,-2,1
N#CC1(NC(=O)COC(=O)CSc2ccc(F)cc2)CCCCC1,6,19,1,22,0.5,-1,-7,-7
Cc1cc(C)n(CCC(=O)Nc2cccc(F)c2)n1,-17,-5,-5,6,-0.7,2,-3,9
O=C(O)c1cccc(S(=O)(=O)Nc2cccc(S(=O)(=O)N3CCCCCC3)c2)c1,-1,16,7,7,-0.5,-3,-4,-8
Cc1cccc(NC(=O)Nc2ccccc2)n1,-29,5,19,-39,3.4,8,-2,-7
CC1CN(C(=O)CCC(=O)NCc2ccc(Cl)cc2)c2ccccc2O1 (centres undefined),-17,1,16,-25,1.0,1,4,7

# Continued, overlapping the part above by two compounds.
SMILES,Mdm2-MdmX inh,APJ antag,tim23-1 inh,697 NFkB inh,CHOP UPR activ,UPR XBP1 act,APJ ag,Jurkat NFkB inh
Cc1cccc(NC(=O)Nc2ccccc2)n1,-29,5,19,-39,3.4,8,-2,-7
CC1CN(C(=O)CCC(=O)NCc2ccc(Cl)cc2)c2ccccc2O1 (centres undefined),-17,1,16,-25,1.0,1,4,7
COCc1nc(-c2ccc(-c3ccccc3)nc2OC)no1,-62,-4,24,-34,4.6,-1,3,-42
CC(C)(C)c1ccc(-c2nc3n(c(=O)c2C#N)CCS3)cc1,-10,3,10,-1,3.0,1,4,-20
COc1ccc(CCNC(=O)C2CCN(Cc3nc(-c4cccc(Cl)c4)oc3C)CC2)cc1OC,30,-9,7,-33,-2.7,0,-2,-10
CCN(CC)C(=O)CSc1nc2ncc(Cl)cc2[nH]1,6,-16,-8,9,2.2,-5,-1,-23
CCN1CCN(CCCN(Cc2cccs2)C(=S)Nc2ccccc2C)CC1,20,-21,-4,2,0.8,-2,-1,-11
COc1ccc(NC(=O)Nc2nc3c(s2)CCCC3)cc1,-80,-14,63*,-155,2.4,-3,-1,-131
Nc1nc(SCC(=O)Nc2cccnc2Cl)n[nH]1,-24,-8,19,1,-0.2,-4,-2,-14
CN1CCCN(c2ccc([N+](=O)[O-])cc2)CC1,9,14,-3,12,1.7,9,-2,13
CC(=O)/C(C#N)=C1\NC(=O)C(Cc2ccccc2)S1 (centres undefined),46,9,12,i,1.3,-1,2,-3
CCN(CC)C(=O)Cn1cc(S(=O)(=O)CC(=O)NCCc2ccc(OC)c(OC)c2)c2ccccc21,-22,-14,1,19,0.5,0,1,-3
CC(C)(C)c1ccc(C(=O)NCC(=O)OCC(=O)Nc2ccccc2[N+](=O)[O-])cc1,-7,-4,25,8,-0.5,-5,-2,10
Cc1ccc(NC(=O)CCn2cccc2)cc1,5,-2,6,-37,1.9,-1,10,-34
COc1ccc(-n2c(=O)[nH]cc(C(=O)Nc3ccc4c(c3)OCO4)c2=O)cc1OC,10,8,15,-4,2.6,-2,3,-3
CC1(C)CC(C(=O)Nc2nccs2)CCO1 (centres undefined),8,18,-2,21,2.5,-5,-4,2
O=C(CCc1nnc2ccc(N3CCC4(CC3)OCCO4)nn12)Nc1cc(F)ccc1F,-4,23,8,3,-0.5,-2,1,3
